Screening results (PubChem BioAssay)
OXTR potentiator: potentiators of human oxytocin receptor; P30559; activation, % at 3 µM; AID 2445; CHO-OTR cells, Fluo-8 calcium fluorescence, potentiator mode; 0% = oxytocin EC15, 100% = EC100; hit rate 0.061% among 320,000;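 active means activation above that plate's cutoff, the mean activation of tested compounds plus 3 SD, cut at about 6.6% in these data, passing the limit was not always enough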;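 further: 100% uses oxytocin at 75 nM as the full agonist control; some results filed as inactive read as strong as hits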
Target sequence (P30559 whole entry, looked up): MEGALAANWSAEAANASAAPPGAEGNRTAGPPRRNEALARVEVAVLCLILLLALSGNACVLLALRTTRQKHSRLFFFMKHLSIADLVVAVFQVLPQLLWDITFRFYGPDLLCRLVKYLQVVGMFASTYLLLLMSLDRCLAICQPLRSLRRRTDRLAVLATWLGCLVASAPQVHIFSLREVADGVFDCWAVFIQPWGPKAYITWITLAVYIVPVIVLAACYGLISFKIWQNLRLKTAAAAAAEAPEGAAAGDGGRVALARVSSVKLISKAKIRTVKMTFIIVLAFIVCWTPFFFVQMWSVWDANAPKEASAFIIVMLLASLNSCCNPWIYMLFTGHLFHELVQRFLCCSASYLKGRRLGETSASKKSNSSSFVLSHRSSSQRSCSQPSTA
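Assay system: CHO-OTR cells, human receptor / Also added: oxytocin at about EC15, sub-maximal agonist stimulus / Dosing: single dose, 3.0 µM nominal final compound concentration / Incubation: 6 min pre-incubation, 100 s read / Technique: Fluo-8 calcium dye fluorescence / Read-out: % activation vs EC15 and EC100 oxytocin / Benchmarks: EC15 oxytocin low, 75 nM oxytocin high / Replicates: singlicate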
CHRM1 agonist: activates human CHRM1 receptor; P11229; CHO-K1 hM1, Fluo-8 calcium fluorescence, agonist mode; 0% DMSO, 100% acetylcholine EC100; activation, % at 3 µM; hit rate 0.33% among 360,000;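 active means activation above the run's mean compound activation plus 3 SD, cut at about 16% in these data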;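 further: peak over basal fluorescence ratio within a 140 s kinetic read after compound addition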
CHO-K1 Ca ag: nonselective activator or artifact in parental CHO-K1 cells; Fluo-8 calcium fluorescence; scaled to maximal ATP response, vehicle zero; activation, % at 3 µM; hit rate 0.48% among 360,000; AID 602248; in the data active means activation above about 15%;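 further: untransfected CHO-K1 host cells lacking M1 receptor as counterscreen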
CHO-K1 Ca PAM: M1 PAM counterscreen hit in parental CHO-K1 cells; ATP EC20, Fluo-8 calcium fluorescence; 0% at ATP EC20, 100% at ATP max; activation, % at 3 µM; hit rate 0.02% among 360,000; AID 602247;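 active means activation above the run cutoff, the mean activation of all test compounds plus 3 SD, cut at about 40% in these data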;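 further: peak over basal fluorescence ratio in a 140 s read after ATP addition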
TAAR1 antagonist: human TAAR1 antagonism. AID 624466. CHO RD-HGA16 TAAR1, Fluo-8 calcium fluorescence, antagonist. Q96RJ0. hit rate 1.5% among 360,000. inhibition, % at 3 µM;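 active means inhibition above a per-plate cutoff, the mean inhibition of test compounds on that plate plus 3 SD, cut at about 49% in these data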;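 further: 0% = DMSO plus EC80 beta-PEA response and 100% = DMSO alone without agonist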
Target sequence (Q96RJ0 whole entry, looked up): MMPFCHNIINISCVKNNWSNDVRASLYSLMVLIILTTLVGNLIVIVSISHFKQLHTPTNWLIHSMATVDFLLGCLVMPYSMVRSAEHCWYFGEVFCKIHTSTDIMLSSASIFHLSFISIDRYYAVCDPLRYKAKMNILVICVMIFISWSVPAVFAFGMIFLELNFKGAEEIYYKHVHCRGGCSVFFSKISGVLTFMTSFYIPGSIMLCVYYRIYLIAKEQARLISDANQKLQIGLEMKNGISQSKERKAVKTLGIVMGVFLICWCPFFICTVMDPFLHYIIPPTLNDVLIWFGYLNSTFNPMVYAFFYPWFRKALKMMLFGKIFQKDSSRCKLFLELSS
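test system = CHO RD-HGA16 cells bearing hTAAR1 | replication = singlicate | controls = DMSO-only wells and EC80 β-PEA-stimulated wells | reagent = EC80 β-phenethylamine stimulus | read-out basis = percent inhibition of PEA-evoked calcium signal, max/basal emission ratio | schedule = seeding 17-24 h prior, 75-min 37 °C, 30-min RT dye loading | signal = kinetic Fluo-8 calcium fluorescence measurement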
M1 antag: antagonists of human M1 muscarinic receptor | hit rate 1.3% among 360,000 | inhibition, % at 3 µM | P11229 | CHO-K1 hM1, Fluo-8 calcium fluorescence, ACh EC80 antagonist;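 active means percent inhibition above its own plate's cutoff, namely the mean of that plate's compound wells plus 3 SD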;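 further: peak over basal fluorescence ratio during 140 s after agonist addition; 0% = ACh EC80 plus DMSO and 100% = DMSO alone without agonist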
CHO parental Ca: counter-screen for OX1R antagonists: effect in parental CHO cells; parental CHO-K1, ATP-induced calcium, Fluo-8 fluorescence; inhibition, % at 5.6 µM; hit rate 0.63% among 330,000;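 active means inhibition above that plate's mean sample inhibition plus 3 SD, cut at about 26% in these data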;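 further: 0% = ATP-challenged DMSO wells and 100% = DMSO wells without ATP; some compounds past the cut are filed as inactive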
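test system = CHO parental line | reagent = ATP stimulus | measured by = intracellular calcium via Fluo-8 no-wash fluorescent dye | control set = ATP and no-ATP DMSO wells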
CHO-K1 Ca antag: counter-screen for M1 antagonists: effect in parental CHO-K1 cells; inhibition, % at 3 µM; hit rate 0.6% among 360,000; AID 602250; ATP-induced calcium, Fluo-8 fluorescence;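 active means inhibition above a per-plate cutoff, the plate's mean sample inhibition plus 3 SD, cut at about 24% in these data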;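 further: 0% = DMSO plus EC80 ATP and 100% = DMSO alone without ATP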
TAAR1 agonist: agonists of human TAAR1; hit rate 0.99% among 360,000; activation, % at 3 µM; Q96RJ0; CHO RD-HGA16 TAAR1, Fluo-8 calcium fluorescence; vehicle wells 0%, saturating PEA agonist 100%;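 active means activation above the mean activation of all test compounds in the run plus 3 SD, cut at about 38% in these data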
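Repeats: no replicates (n 1) | Material: CHO-derived RD-HGA16 cells with stable Gα16 and human TAAR1 | Technique: Kinetic Fluo-8 calcium fluorescence | Schedule: 17-24 h seeding, 75 min 37 °C dye, 30 min RT | Evaluation: % activation from peak over basal fluorescence ratio, DMSO-to-PEA scaled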
* = called active by the depositor; x = not tested or not shown.

SMILES | OXTR potentiator | CHRM1 agonist | CHO-K1 Ca ag | CHO-K1 Ca PAM | TAAR1 antagonist | M1 antag | CHO parental Ca | CHO-K1 Ca antag | TAAR1 agonist
COc1cc(C(=O)NCC2CCCO2)ccc1OCc1ccc(Cl)cc1Cl (stereo not drawn) | -6 | -5 | 0.8 | 11 | -8 | 0 | -16 | 8 | 3
Cn1ncc(Cl)c1C(=O)NCc1ccc(Cl)cc1 | -7 | -3 | 6.4 | -7 | 4 | -3 | -3 | -4 | 1
Cc1ccc(CNCCCn2cnc3c(OCc4ccccc4)ncnc32)o1 | x | -10 | 1.2 | 10 | 1 | -2 | x | -15 | 2
Cc1ccc(S(=O)(=O)/C=C/c2ccccc2)cc1 | 1 | -8 | 0.8 | 18 | 2 | -4 | -14 | -10 | -2
O=C(O)CN(c1ccccc1)S(=O)(=O)c1cc(C(F)(F)F)cc(C(F)(F)F)c1 | -8 | -8 | 0.2 | 18 | 1 | -11 | -5 | -3 | 6
C=CCn1c(SC)nnc1-c1ccc2ncccc2c1 | 1 | 2 | 17* | 15 | -29 | -7 | -12 | 2 | 1
CC(C)c1ccc(-c2c(C#N)c(N)nc(SCC(=O)N3CCCCC3)c2C#N)cc1 | -4 | -3 | 0.5 | 22 | 7 | -7 | -11 | -14 | 4
CCn1cc(CN2CCCC(CO)(Cc3ccc(F)cc3)C2)c2ccccc21 (stereo not drawn) | -8 | -7 | 2.3 | 22 | 16 | 3 | -15 | -9 | 16
Cc1cccc(C)c1NC(=O)C(C)Sc1nnc(C)n1CC1CCCO1 (stereo not drawn) | x | -5 | 0.9 | 0 | 0 | -3 | x | -13 | 3
COc1cccc(-c2nc(-c3ccc(Br)o3)no2)c1 | -4 | -4 | 0.0 | 6 | 4 | 1 | -11 | -1 | -1
COc1ccc(/C=N/n2c(=O)[nH]c3c([nH]c4ccc(Cl)cc43)c2=O)cc1CN1CCCCC1 | 1 | -5 | -0.4 | 0 | -11 | -7 | -3 | -4 | 0
OC(c1cccc(Cl)c1)c1nccc2ccccc12 (stereo not drawn) | -4 | -5 | -0.4 | -10 | -9 | -5 | -17 | 9 | 5
CCOC(=O)c1c(S(=O)(=O)Nc2ccc(C)c(F)c2)c(C)n(C)c1C | -5 | -5 | 0.8 | 19 | -4 | -5 | -4 | -12 | 1
Cc1ccc(SCC(=O)NC(=O)NC2CCCC2)c(C)c1 | x | -8 | -0.1 | -20 | -34 | 9 | x | 4 | -2
COc1ccccc1NS(=O)(=O)c1ccc2c(c1)OCCO2 | x | 0 | 6.1 | 12 | 3 | -11 | x | -19 | 1
CCCCc1cc(=O)oc2cc(OS(C)(=O)=O)ccc12 | -6 | -3 | 0.6 | -4 | 7 | -17 | -1 | -1 | 13
FC(F)c1nc2ccccc2[nH]1 | -7 | -4 | -0.3 | -12 | 20 | 4 | 10 | 15 | 1
Cc1csc2ncnc(NNC(=O)c3ccc(Cl)cc3)c12 | -18 | 4 | 19* | -12 | -20 | 43* | 6 | 8 | 2
Cc1ccc(S(=O)(=O)N2CCN(C(=O)Cc3ccccc3)CC2)cc1 | -7 | -4 | 0.1 | -4 | 9 | 21 | -13 | 16 | 10
Cc1cc(C)c(NC(=O)CSc2nc3ccc(N4C(=O)c5ccccc5C4=O)cc3s2)c(C)c1 | -14 | -4 | 0.2 | -14 | 10 | -12 | 5 | -3 | 8
O=C1CN(C(=O)c2ccc(Cl)c([N+](=O)[O-])c2)c2ccccc2N1 | x | -6 | 0.3 | -18 | -22 | 10 | x | 11 | 0
COc1ccccc1/C=C/C(=O)OCCN1C(=O)c2ccccc2C1=O | -4 | -7 | 4.4 | 3 | 34 | 9 | -22 | -10 | 7
Cc1nc(N)sc1-c1ccccc1 | x | -2 | -0.1 | -15 | -14 | 0 | x | -3 | 2
COc1cc(C(C[N+](=O)[O-])c2c(N)n(C)c(=O)n(C)c2=O)ccc1O (stereo not drawn) | -10 | -1 | 0.5 | 16 | -12 | -17 | 5 | -10 | 2
O=C(c1nn2c(C(F)(F)F)cc(-c3ccco3)nc2c1Br)N1CCCc2ccccc21 | -8 | -3 | 0.6 | 19 | -9 | -7 | -7 | 3 | 0
Cc1ccc(NC(=O)CSCC(=O)O)c(C)c1 | -8 | -3 | -0.1 | 7 | 9 | -7 | 11 | -3 | 0
CCNC(=O)c1cc2c(=O)n3cccc(C)c3nc2n(CCc2ccccc2)c1=N | 2 | -6 | 0.1 | -1 | 6 | 12 | -2 | 4 | 8
O=C(COC(=O)c1ccco1)Nc1ccc(N2CCOCC2)cc1 | x | 0 | -0.3 | 1 | -9 | -13 | x | 12 | 3
COc1ccc(Br)cc1CNc1ccc(N2CCOCC2)cc1 | -14 | -8 | 1.1 | 3 | 2 | -4 | -24 | -10 | -1
N#Cc1ccc(S(=O)(=O)N2CCCN(c3ccc(C(F)(F)F)cn3)CC2)cc1 | -14 | -6 | 2.4 | 19 | 4 | -7 | -11 | -8 | -2
O=C(C[C@@H]1C/C=C\C[C@H](Cc2ccc(F)cc2)C(=O)OCCNC1=O)N[C@H](CO)Cc1ccccc1 | 0 | -2 | 0.4 | 13 | 8 | -19 | -1 | -10 | 4
COc1ccc(-c2oc(=O)c3cc(OC)c(OC)cc3c2C#CCCCO)cc1 | -6 | -10 | -0.3 | -1 | 11 | 7 | -20 | -12 | 6
CC(C)Cc1ccc(C(C)NC(=O)Cc2ccc(S(=O)(=O)N3CCOCC3)s2)cc1 (stereo not drawn) | -8 | 6 | 8.5 | -2 | 45 | 5 | 5 | -8 | 38*
Cc1cc(NC(=O)c2ccccc2O)nc(C)n1 | -3 | -7 | 1.6 | 25 | 3 | 1 | -13 | -5 | 9
CN1CCN(c2ccc(NC(=O)c3ccc4c(c3)[nH]c(=O)n4Cc3ccc(F)cc3)cc2)CC1 | 1 | -6 | 5.2 | 8 | -3 | 11 | -11 | 6 | 1
O=C(O)C/C(=C\c1ccc(Cl)cc1)c1nc2ccccc2o1 | -17 | -6 | 0.1 | 19 | 3 | -8 | -12 | -9 | 3
CN(C)c1ccc(CNC(=O)C2CCN(S(=O)(=O)c3ccc4c(c3)CCC(=O)N4)CC2)cc1 | 11* | -13 | -0.2 | 16 | x | 4 | -10 | -4 | x
COc1ccc(S(=O)(=O)Cc2ccc(C(=O)N3CCN(Cc4ccccc4)CC3)o2)cc1 | 0 | -4 | 0.5 | 8 | 19 | -10 | -11 | 2 | -1
CC(C)CC1NC(=O)c2cccnc2-n2c1nc1cc(F)c(F)cc1c2=O (stereo not drawn) | x | -1 | 0.3 | 18 | -15 | -8 | x | -1 | 0
Cc1cccc(C(C(=O)NC2CCCC2)N(C(=O)c2csnn2)C2CCCC2)c1 (stereo not drawn) | -5 | 5 | -0.4 | -10 | 9 | -15 | -7 | 9 | 10
Cc1ccc(NC(=O)C2=C(C(=O)O)CCCC2)cc1F | 3 | -4 | 0.2 | -7 | -17 | -7 | -12 | -5 | 2
CC(c1ccccc1)n1c(-c2ccc(Cl)cc2)n[nH]c1=S (stereo not drawn) | -3 | -10 | 3.5 | 18 | -15 | 0 | -6 | -15 | 8
COCCNc1oc(-c2ccccc2Cl)nc1S(=O)(=O)c1ccc(C)cc1 | 2 | 7 | 1.6 | 18 | -22 | -20 | -13 | -8 | -1
Cc1ccc(S(=O)(=O)N(C)c2ccc(OCC(=O)NCC3(N(C)C)CCCCC3)cc2)cc1 | 3 | -7 | 1.5 | 1 | -35 | 7 | -22 | 0 | 1
CC(C)c1cc(C(N)=O)c(NC(=O)c2cccc(COc3ccc(Cl)cc3)c2)s1 | -17 | -3 | 0.4 | -1 | 15 | -26 | -15 | 8 | -1
CC(C)(C)[C@H]1COC(=O)[C@@H](Cc2ccc(F)cc2)C/C=C\C[C@@H](CC(=O)N[C@@H](CO)Cc2ccccc2)C(=O)N1 | 5 | -4 | 4.4 | 8 | 58* | 7 | -34 | -7 | 22
CCN(CC(=O)Nc1ccc(OC)cc1)C(=O)c1ccc(NS(=O)(=O)c2ccc(C(C)=O)cc2)cc1 | -5 | 0 | 0.2 | 0 | -11 | -10 | -4 | 1 | 1
CCn1c(Cc2c(C)[nH]c3ccccc23)n[nH]c1=S | -6 | 0 | 0.3 | 1 | -1 | -10 | 10 | 1 | 0
CCN(CC)S(=O)(=O)c1ccc(NS(=O)(=O)c2ccc(F)cc2)cc1 | -15 | 0 | 1.4 | 19 | -3 | -19 | 5 | -4 | 17
Nc1cccc(C(=O)Nc2cccc3ncccc23)c1 | -8 | -1 | 0.2 | 9 | 5 | -17 | 0 | 7 | 0

(continued)
SMILES | OXTR potentiator | CHRM1 agonist | CHO-K1 Ca ag | CHO-K1 Ca PAM | TAAR1 antagonist | M1 antag | CHO parental Ca | CHO-K1 Ca antag | TAAR1 agonist
CCn1c(SCC(=O)NC2=NCCS2)nnc1C(C)NC(=O)c1ccccc1F (stereo not drawn) | -4 | -1 | -0.3 | -9 | -9 | 0 | -6 | 2 | 19
O=C(/C=C/c1ccc(Cl)cc1Cl)Nc1cccc(S(=O)(=O)NC2=NCCC2)c1 | -9 | -6 | 1.2 | 11 | 13 | -9 | -14 | -9 | 9
CCC(C)NS(=O)(=O)c1ccc(S(=O)(=O)N(CCc2ccc(OC)c(OC)c2)Cc2cccs2)cc1 (stereo not drawn) | -10 | -2 | 2.6 | 18 | -4 | 8 | -6 | -7 | 8
CS(=O)(=O)N1CCN(c2ccc([N+](=O)[O-])c(NCCN3CCOCC3)c2)CC1 | -13 | -4 | 0.1 | 5 | -8 | -6 | -3 | 6 | 5
O=C(c1ccc(Cn2cc(Br)cn2)o1)n1cccn1 | -7 | 2 | 0.6 | 18 | 9 | -17 | 8 | -15 | 3
Cc1nnc(NC(=O)CCn2c(=O)oc3ccccc32)s1 | -9 | -5 | 1.7 | 20 | 8 | -6 | -3 | -15 | 1

Reprinted at random: 2 records from the list.
SMILES | OXTR potentiator | CHRM1 agonist | CHO-K1 Ca ag | CHO-K1 Ca PAM | TAAR1 antagonist | M1 antag | CHO parental Ca | CHO-K1 Ca antag | TAAR1 agonist
O=C(/C=C/c1ccc(Cl)cc1Cl)Nc1cccc(S(=O)(=O)NC2=NCCC2)c1 | -9 | -6 | 1.2 | 11 | 13 | -9 | -14 | -9 | 9
CCC(C)NS(=O)(=O)c1ccc(S(=O)(=O)N(CCc2ccc(OC)c(OC)c2)Cc2cccs2)cc1 (stereo not drawn) | -10 | -2 | 2.6 | 18 | -4 | 8 | -6 | -7 | 8
